High-throughput results (PubChem)
PfM18AAP inh – PfM18AAP inhibitors, malaria aminopeptidase, primary screen, biochemical, QFRET, recombinant enzyme. M18 aspartyl aminopeptidase (Plasmodium falciparum 3D7). H-Glu-NHMec fluorogenic cleavage. inhibition, % at 7.35 µM. 290,000 tested, 1.2% active;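 active means inhibition above the campaign mean inhibition over all tested compounds plus 3 SD, cut at about 28% in these data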;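 further: 0% = plate median of test compound wells and 100% = 2 mM ZnCl2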
pCIP destab – p/CIP-EGFP fusion destabilizers, primary screen, fluorescence, F442A cells | Q05BA5 | 16 h | decrease of EGFP signal, % at 10 µM | 290,000 tested, 0.01% active;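 active means EGFP signal decrease of at least 30% at 10 µM or well 3 SD below plate mean, unless failing retest; inactive means the rest, including hits failing retest or dose response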; further: some compounds called inactive have numbers as strong as hits; many of its hits are not listed in these tables
UBC9 SUMO inh – inhibitors of in vitro SUMOylation cascade, primary screen, biochemical, HTRF, uHTS | SUMO-conjugating enzyme UBC9 (Homo sapiens), P63279 | HTRF SUMOylation assay, SAE1/SAE2 + UBC9 | inhibition, % at 35 µM | 290,000 tested, 0.36% active; in the data active means inhibition above about 50%, passing the limit was not always enough; further: strong numbers were not always called active
Target sequence (P63279 whole entry, looked up): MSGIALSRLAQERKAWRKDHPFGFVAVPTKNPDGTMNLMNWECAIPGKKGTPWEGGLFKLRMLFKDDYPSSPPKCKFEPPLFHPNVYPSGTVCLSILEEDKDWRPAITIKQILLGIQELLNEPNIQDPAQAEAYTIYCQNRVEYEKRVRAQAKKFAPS
MEKK3 PB1 HTS – modulators of MEKK3-MEK5 PB1 binding, primary screen, biochemical, wildtype MEKK3, multiplex bead flow cytometry, Alexa488-MEK5; Mitogen-activated protein kinase kinase kinase 3 (Homo sapiens), Q99759; bead-based flow cytometry, Alexa488-MEK5 binding to MEKK3; actives lie on both sides; 0 = blocked by unlabeled MEK5, 100 = vehicle; binding response (% of control), % at 10 µM; 290,000 tested, 1.4% active; AID 1529, 2009;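 active means binding response more than 3 SD above or below the average of its plate-row segment, actives on both sides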;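 further: Alexa488 bead fluorescence after subtracting the streptavidin-only scavenger bead signal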
Target sequence (Q99759 whole entry, looked up): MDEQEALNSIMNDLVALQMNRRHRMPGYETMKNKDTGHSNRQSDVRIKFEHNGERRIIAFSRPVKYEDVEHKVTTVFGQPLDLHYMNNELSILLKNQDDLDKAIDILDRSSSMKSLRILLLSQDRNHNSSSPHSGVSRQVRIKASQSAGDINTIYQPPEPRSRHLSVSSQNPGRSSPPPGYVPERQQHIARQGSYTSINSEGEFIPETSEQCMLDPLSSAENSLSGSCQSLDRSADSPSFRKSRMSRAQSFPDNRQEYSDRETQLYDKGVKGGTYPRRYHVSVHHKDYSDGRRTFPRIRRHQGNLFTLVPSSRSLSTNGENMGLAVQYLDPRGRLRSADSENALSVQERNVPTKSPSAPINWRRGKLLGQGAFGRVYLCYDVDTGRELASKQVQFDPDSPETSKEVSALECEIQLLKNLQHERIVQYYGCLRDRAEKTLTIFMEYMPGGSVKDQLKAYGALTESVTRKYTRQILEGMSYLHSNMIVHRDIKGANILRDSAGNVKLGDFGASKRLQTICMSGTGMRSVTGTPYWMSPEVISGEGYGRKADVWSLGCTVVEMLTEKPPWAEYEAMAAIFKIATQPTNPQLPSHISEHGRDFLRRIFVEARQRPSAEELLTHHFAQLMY
MEKK2wt PB1 HTS – modulators of MEK5 binding to wildtype MEKK2, primary screen, biochemical, multiplex bead flow cytometry, Alexa488-MEK5. Mitogen-activated protein kinase kinase kinase 2 (Homo sapiens), Q9Y2U5. Alexa488-MEK5 binding to MEKK2 WT; actives lie on both sides. binding response (% of control), % at 10 µM. 290,000 tested, 1.1% active. AID 1531, 2009; in the data active means binding response below about 67% or above about 130%
NALP1 yeast inh – NALP1 inflammasome inhibitors in reconstituted yeast, colorimetric, S. cerevisiae, triplicate retest; S. cerevisiae NALP1/ASC/caspase-1 growth, X-gal OD620, 72 h; 280,000 tested, 0.61% active; inhibition, % at 10 µM; in the data active means inhibition mostly above about 24%, no sharp cut-off; inactive means mostly below about 32%; further: some compounds called inactive have numbers as strong as hits
IDE inh – human IDE inhibitors in live cells, primary screen, fluorescence polarization, HEK cells, FAbetaB substrate | Insulin-degrading enzyme (Homo sapiens), P14735 | inhibition, % at 5.59 µM | FAbetaB cleavage | 320,000 tested, 0.41% active;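 active means percent inhibition above the average of all tested compounds plus 3 SD, set per screening campaign, cut at about 16% in these data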;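 further: IDE supplied by intact live HEK cells; FP after avidin binding of uncleaved biotin substrate so inhibition keeps polarization high; 0% = DMSO wells and 100% = 60 µM reference IDE inhibitor Ii1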
IDE cell activ – human IDE activators in live cells, primary screen, fluorescence polarization, HEK cells, FAbeta-B substrate; Insulin-degrading enzyme (Homo sapiens), P14735; 340,000 tested, 0.073% active; AID 493087, 2011; activation, % at 5.96 µM; FAbeta-B cleavage; 0% vehicle, 100% cell-free pure enzyme wells;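 active means activation above the mean of all tested compounds plus 3 SD, set per screening campaign, cut at about 17% in these data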
MEKK2 mut-MEK5 – MEK5 binding signal on mutant MEKK2 PB1, primary screen, biochemical, multiplex bead flow cytometry, Alexa488-MEK5. AID 1530, 2009. Alexa488-MEK5 binding to MEKK2 mutant. percent response, % at 10 µM. 290,000 tested, 0.35% active; in the data active means percent response above about 24%, passing the limit was not always enough; further: inactives centre near 1; some results filed as inactive read as strong as hits; reference of the scale not given here
* = called active by the depositor; . = no result given. Not all compounds are listed; count on the stated rates, not on these rows.

SMILES | PfM18AAP inh | pCIP destab | UBC9 SUMO inh | MEKK3 PB1 HTS | MEKK2wt PB1 HTS | NALP1 yeast inh | IDE inh | IDE cell activ | MEKK2 mut-MEK5
O=[N+]([O-])c1cccc(CSc2cccc[n+]2[O-])c1 | 4 | -26 | 7 | 98 | 97 | -11 | -7 | -4 | -2
Cn1ccnc1C1CCCCN1C(=O)c1cc(COc2ccc(F)cc2F)on1 (stereo unspecified) | -4 | 2 | 6 | 108 | 112 | . | -5 | 5 | 0
CCOC(=O)C1(C(F)(F)F)N=C(c2cccnc2)OC(N2CCOCC2)=N1 (stereo unspecified) | -2 | 0 | -6 | 98 | 97 | 8 | 1 | -4 | -3
CC(Nc1nc(-c2ccccc2F)nc2ccccc12)c1ccccc1 (stereo unspecified) | 5 | -13 | -4 | 96 | 93 | 2 | -1 | 1 | -2
Cc1ccc(NC(=O)CN2C(=O)NC3(CCCC3)C2=O)c(Cl)c1 | -8 | -12 | 11 | 101 | 98 | 17 | 6 | -4 | -2
N#Cc1nc(-c2cccs2)oc1NCCc1ccccc1 | -2 | 5 | 9 | 100 | 96 | 7 | 6 | 4 | -5
C=CCc1c(C)nc2c(-c3ccccc3)cnn2c1N1CCOCC1 | 2 | 13 | -13 | 96 | 98 | -1 | . | 4 | -2
Cc1cc2ncn(S(=O)(=O)c3ccc(F)cc3)c2cc1C | 4 | -9 | 0 | 102 | 99 | 14 | -1 | -8 | 2
COc1cc(C(=O)O/N=C(\N)c2ccncc2)cc(OC)c1OC | 6 | -5 | 10 | 95 | 102 | 16 | 5 | 0 | -3
Cc1c(NC(=O)c2cc3c(s2)CCCC3)c(=O)n(-c2ccccc2)n1C | -3 | 8 | 6 | 65 | 75 | -3 | 10 | 2 | -9
Cc1[nH]c2ccc(C(=O)NCC(C)(C)N3CCOCC3)cc2c1C | -9 | -14 | 8 | 114 | 104 | 6 | -3 | 6 | -1
Cc1ccc2nsnc2c1S(=O)(=O)N(CCO)Cc1cc2cc3c(cc2[nH]c1=O)OCCO3 | 12 | 0 | 15 | 100 | 99 | 13 | -6 | 0 | 3
CCCc1ccc2oc(C(=O)NCc3nnc(C)o3)c(C)c2c1 | -6 | -26 | 13 | 101 | 99 | 11 | . | 0 | 3
COc1ccc(NC(=O)NCCN2CCCCC2)cc1 | -2 | -5 | 18 | 104 | 115 | 4 | 4 | 2 | 14
Cc1cc(C)n(-c2ccc(C(=O)OCC(=O)NCc3ccc(F)cc3)cc2)n1 | 2 | -20 | -2 | 101 | 99 | 0 | -6 | 3 | 19
COc1ccccc1Oc1ccnc2cc(Cl)ccc12 | 6 | 0 | -14 | 102 | 103 | -1 | 1 | -1 | 1
Cc1ccc(-n2c(-c3nn(C)cc3Cl)n[nH]c2=S)cc1 | 28 | -2 | -2 | 97 | 97 | 19 | 9 | 1 | 1
O=C(CN(c1cc(C(F)(F)F)ccc1Cl)S(=O)(=O)c1ccccc1)NCc1cccnc1 | -2 | -9 | 1 | 101 | 108 | 8 | 2 | 1 | 6
O=C(Nc1nccs1)c1ccccn1 | 5 | 1 | -25 | 108 | 101 | -21 | -3 | 3 | -2
O=C(Cc1c[nH]c2ccccc12)N1CCN(c2ccccc2)CC1 | 0 | 1 | 4 | 97 | 98 | -6 | 1 | 1 | -3
O=C(NCc1ccc(N2CCCC2=O)cc1)c1ccc(F)cc1 | 0 | 7 | 1 | 100 | 101 | -4 | 1 | 3 | 2
CC(C)CC(NC(=O)C(CC(C)C)NC(=O)OC(C)(C)C)C(=O)O (stereo unspecified) | -6 | 3 | 17 | 104 | 104 | . | 0 | 1 | 9
Cc1n[nH]c(=S)n1/N=C/c1ccccc1OCc1ccc(Cl)cc1 | 11 | 3 | -2 | 106 | 97 | -5 | -2 | -6 | -2
CCCOc1ccc2oc(=O)c3c(c2c1)CCCN3C(=O)CN1CCc2ccccc2C1 | 6 | -20 | 17 | 98 | 98 | 21 | 8 | -1 | 2
CCOC(=O)c1cccc(NC(=O)CN2C(=O)C3CC=CCC3C2=O)c1 (stereo unspecified) | 0 | -2 | 2 | 101 | 107 | 6 | 1 | 1 | 4
CCOc1ccc(CN2CCCC(CO)(Cc3ccc(F)cc3)C2)cc1 (stereo unspecified) | 0 | -5 | 0 | 105 | 111 | 8 | -3 | 0 | 7
C/C(=N/N1CCN(c2ccccc2)CC1)c1cccc([N+](=O)[O-])c1 | -1 | 7 | -1 | 102 | 106 | -5 | 1 | 2 | 10
CC(C)(C)c1cc(NC(=O)CSc2nnc(N)s2)n(-c2ccccc2)n1 | 10 | -15 | 12 | 78 | 77 | 12 | 0 | 4 | -2
COc1ccc(OC)c(-n2c(C)ccc2-c2ccc(S(C)(=O)=O)cc2)c1 | 12 | -3 | 31 | 103 | 100 | 12 | 2 | -3 | 1
CC1CCCN(S(=O)(=O)c2ccc(S(=O)(=O)N3CCCC3)cc2)C1 (stereo unspecified) | 0 | -14 | -4 | 95 | 98 | 6 | -1 | 0 | -3
NC(=O)CC[C@@H]1NC(=O)[C@@H]2CCCN2C(=O)c2cc([N+](=O)[O-])cc(F)c2NCCC[C@@H](C(N)=O)NC1=O | 6 | -1 | -2 | 86 | 98 | 21 | 1 | -2 | -5
O=C(NC1CCCC1)C(c1ccncc1)N(C(=O)c1csnn1)c1ccc(F)c(Cl)c1 (stereo unspecified) | 0 | -6 | 10 | 102 | 103 | 16 | 1 | 3 | 6
Cc1nc(CSc2n[nH]c(=O)n2-c2ccccc2)cs1 | -6 | -3 | 17 | 97 | 92 | 11 | 2 | 2 | -4
CCOC(=O)Cc1cc(=O)n2[nH]c(C)c(-c3ccccc3OC)c2n1 | -1 | -13 | 13 | 95 | 83 | 2 | 7 | 4 | -17
O=S(=O)(NCC1CCCO1)c1cccc(C(F)(F)F)c1 (stereo unspecified) | 4 | 44 | 3 | 104 | 107 | -1 | 2 | -1 | 6
COc1ccc(N2CC(O)(c3ccc(F)cc3)[N+]3=C2CCCC3)cc1 (stereo unspecified) | -4 | 3 | 5 | 125 | 111 | 13 | 2 | 11 | 0

A few values from the list.
CCOc1ccc(CN2CCCC(CO)(Cc3ccc(F)cc3)C2)cc1 (stereo unspecified) @ MEKK3 PB1 HTS: 105
O=C(NC1CCCC1)C(c1ccncc1)N(C(=O)c1csnn1)c1ccc(F)c(Cl)c1 (stereo unspecified) @ PfM18AAP inh: 0
CC(C)(C)c1cc(NC(=O)CSc2nnc(N)s2)n(-c2ccccc2)n1 @ pCIP destab: -15

The listing continues:
SMILES | PfM18AAP inh | pCIP destab | UBC9 SUMO inh | MEKK3 PB1 HTS | MEKK2wt PB1 HTS | NALP1 yeast inh | IDE inh | IDE cell activ | MEKK2 mut-MEK5
COc1ccc(NC(=S)NC23CC4CC(CC(C4)C2)C3)cc1OC | 6 | -12 | 3 | 104 | 101 | 3 | -5 | 5 | 5
CCOC(=O)c1c(N/N=C/c2cccnc2)n[nH]c1C | 1 | 2 | 11 | 94 | 99 | -8 | -1 | -3 | -4
CC(=O)Nc1ccc(S(=O)(=O)N(C)c2nc3ccccc3nc2Cl)cc1 | -2 | -24 | 18 | 103 | 98 | 12 | 2 | 2 | 0
COc1ccc(-c2csc(NC(=O)CSc3nc4ccccc4c(=O)[nH]3)n2)cc1 | -2 | -5 | 37 | 104 | 97 | 10 | 4 | -3 | 4
CC(=O)N1N=C(N)SC1c1cccc([N+](=O)[O-])c1 (stereo unspecified) | -2 | -7 | 8 | 103 | 101 | 28 | 4 | 0 | 1
Cc1ccccc1CNC(=O)C(=O)NCC1OCCCN1S(=O)(=O)c1cccs1 (stereo unspecified) | -14 | -21 | 12 | 106 | 108 | 5 | -3 | 6 | 6
COC(=O)CCC(=O)NC(=S)Nc1ccccc1F | -11 | -8 | 6 | 87 | 86 | -12 | -1 | -1 | -14
CN(C)S(=O)(=O)c1cccc(NC(=O)c2ccc(COc3ccccc3)cc2)c1 | 2 | -17 | 13 | 103 | 100 | 4 | 12 | -9 | -2
O=C(CCN1C(=O)/C(=C/c2ccc(F)cc2)SC1=S)NCCc1ccc(O)cc1 | 10 | -15 | . | 100 | 101 | -1 | 7 | -2 | 2
COc1ccc(C2=NOC(C(=O)Nc3c(C)n(C)n(-c4ccccc4)c3=O)C2)cc1OC (stereo unspecified) | 1 | 8 | 4 | 110 | 108 | -8 | -1 | 8 | 6
COc1cc(C2c3sc(=O)[nH]c3SC3C(=O)N(c4ccc(Br)cc4)C(=O)C32)ccc1O (stereo unspecified) | 28* | -12 | 9 | 102 | 99 | 11 | 1 | 2 | 1
Cc1cc(NC(c2cccnc2)c2c(C)[nH]c3ccccc23)no1 (stereo unspecified) | -2 | 6 | 10 | 96 | 99 | 15 | 7 | 1 | -1
CC1=CC(C)C(C[N+]2(C)CCCCC2)C(C)C1 (stereo unspecified) | -4 | -11 | -1 | 97 | 104 | -1 | -1 | -5 | -7
O=C(NCc1ccc(F)cc1)C(c1ccccc1)N(C(=O)c1csnn1)C1CCCC1 (stereo unspecified) | -16 | -16 | 12 | 103 | 101 | 15 | -3 | 2 | 1
CC(=O)Nc1ccc(C)cc1NC(C)=O | 5 | -6 | -4 | 106 | 106 | 8 | -4 | 0 | 3
Cc1sc2ncnc(N3CCCC(C)C3)c2c1C (stereo unspecified) | -11 | -11 | 2 | 101 | 94 | -6 | 0 | -6 | -3
CCOC(=O)c1cnc2ccc(C)cc2c1Sc1ccccc1C(=O)OC | 2 | -14 | -2 | . | . | 15 | 6 | 3 | .
NC(=O)c1nsc(C(=O)N(c2ccccc2)C(C(=O)NC2CCCC2)c2ccc3ncccc3c2)c1N (stereo unspecified) | 5 | -16 | 9 | 102 | 102 | 16 | -3 | 2 | 3
CCN(CC)CCN(Cc1cc2cc(C)ccc2[nH]c1=O)C(=S)Nc1ccccc1 | 1 | -1 | 4 | 101 | 115 | 20 | 9 | 0 | 4
CN(C)c1nnnn1-c1ccc(Oc2ncc(C(F)(F)F)cc2Cl)cc1 | -5 | 8 | -5 | 100 | 100 | 10 | -3 | 4 | -1
COc1cccc(-c2nnc(SCc3ccccn3)n2C)c1 | -5 | -4 | -8 | 103 | 104 | 20 | -3 | 5 | 5
COc1ccc(/C=N/NC(=O)c2ccc(COc3ccccc3Cl)o2)cc1 | 4 | 3 | 18 | . | . | 18 | 6 | 2 | .
Cc1ccc(CNC(=O)C2CCCN(c3nc4ccsc4c(=O)s3)C2)cc1 (stereo unspecified) | 0 | -12 | 22 | 95 | 99 | 12 | -2 | -4 | -4
Cc1ccc(N/C(N)=N/c2nc(C(F)(F)F)cc(C(F)(F)F)n2)cc1 | -1 | 4 | 0 | 104 | 98 | 2 | 0 | -1 | -3
OC(COCc1ccccc1)CN1CCCC1 (stereo unspecified) | -7 | 6 | -10 | 94 | 97 | 14 | -5 | 6 | 0
